# Screening results (PubChem BioAssay)
# GSH fluor – GSH bead compound fluorescence profile; GSH beads flow cytometry, compound fluorescence 488/530 nm; active compounds read high; fluorescence (KMESF) at 10 µM; AID 1776; hit rate 0.25% among 190,000; in the data active = fluorescence above about 89;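 also: glutathione beads carrying GST-tagged Bcl family fusion proteins plus one bare bead set; values are compound well signal with DMSO vehicle wells as background; inactives centre near 16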
# RGS8-Gao – human RGS8-Galphao interaction regulation. multiplexed bead flow cytometry, RGS8-Galphao binding; actives lie on both sides. hit rate 0.34% among 220,000. response (percent of control binding), % at 10 µM; in the data active = response below about 60% or above about 140%; inactive = in between;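 also: Galphao activated as the GDP aluminium fluoride complex binding bead-coupled RGS8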
# Target sequence (P09471 whole entry, looked up): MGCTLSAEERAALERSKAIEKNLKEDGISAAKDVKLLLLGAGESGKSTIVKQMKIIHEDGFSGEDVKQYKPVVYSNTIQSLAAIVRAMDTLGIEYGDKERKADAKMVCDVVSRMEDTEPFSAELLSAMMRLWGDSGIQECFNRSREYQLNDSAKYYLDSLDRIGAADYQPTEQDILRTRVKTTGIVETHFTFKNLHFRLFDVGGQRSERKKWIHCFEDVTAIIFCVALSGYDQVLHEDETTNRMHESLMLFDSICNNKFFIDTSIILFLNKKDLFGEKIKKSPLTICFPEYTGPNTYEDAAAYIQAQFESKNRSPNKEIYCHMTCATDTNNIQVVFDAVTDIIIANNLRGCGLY
# Bim-Bcl-2 – disrupts Bim peptide binding to human Bcl-2. inhibition, % at 10 µM. hit rate 0.06% among 190,000. P10415. Bead-based flow cytometry, Bim peptide-Bcl-2 binding; in the data active = inhibition above about 40%; inconclusive = no clear call, values can overlap the other calls;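 also: 0% = no compound wells with probe peptide and 100% = reference peptide inhibitor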
# Target sequence (P10415 whole entry, looked up): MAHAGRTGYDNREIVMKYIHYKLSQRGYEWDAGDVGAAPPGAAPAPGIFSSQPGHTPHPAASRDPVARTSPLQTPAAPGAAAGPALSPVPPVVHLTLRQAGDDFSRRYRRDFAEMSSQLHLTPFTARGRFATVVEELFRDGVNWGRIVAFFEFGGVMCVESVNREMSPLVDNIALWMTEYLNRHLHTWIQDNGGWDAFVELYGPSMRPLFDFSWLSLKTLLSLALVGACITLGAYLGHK
# RGS4-Gao reg – human RGS4-Galphao interaction regulation | P09471 | Multiplexed bead flow cytometry, RGS4-Galphao binding; actives lie on both sides | binding response (% of control), % at 10 µM | hit rate 0.33% among 220,000 | AID 1415; in the data active = binding response below about 49% or above about 150%; inactive = in between;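 also: fluorescent Galphao activated with aluminum fluoride binding bead-coupled RGS4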
# Bcl-W Bim block – human Bim-Bcl-W interaction inhibition. bead-based flow cytometry, Bim peptide-Bcl-W binding. hit rate 0.02% among 190,000. inhibition, % at 10 µM. Q92843;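 also: 0% = bound tracer without compound and 100% = peptide blocker; higher means less fluorescent Bim peptide bound to Bcl-W beads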
# Target sequence (Q92843 whole entry, looked up): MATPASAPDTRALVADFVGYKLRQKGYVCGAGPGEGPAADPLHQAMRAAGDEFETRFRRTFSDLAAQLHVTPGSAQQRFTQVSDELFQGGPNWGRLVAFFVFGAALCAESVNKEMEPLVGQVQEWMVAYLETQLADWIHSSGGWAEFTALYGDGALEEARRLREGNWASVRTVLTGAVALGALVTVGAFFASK
# Bim-Bcl-XL – human Bim-Bcl-XL interaction inhibition; Bim peptide-Bcl-XL binding, bead flow cytometry, fluorescence; hit rate 0.04% among 190,000; AID 1007; inhibition, % at 10 µM
# Target sequence (Q07817 whole entry, looked up): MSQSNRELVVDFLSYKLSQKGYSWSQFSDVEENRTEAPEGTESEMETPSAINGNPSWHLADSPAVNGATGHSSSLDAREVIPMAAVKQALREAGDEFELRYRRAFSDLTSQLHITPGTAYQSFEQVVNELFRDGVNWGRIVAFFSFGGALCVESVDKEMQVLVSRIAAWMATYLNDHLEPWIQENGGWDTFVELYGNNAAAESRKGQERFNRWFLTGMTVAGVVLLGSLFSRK
# ABCB1 inh – inhibitors of human ABCB1 transporter, ABCG2 counter-screen. P08183. CCRF-Adr cells, JC-1 efflux, flow cytometry. inhibition, % at 6.6 µM. hit rate 0.067% among 190,000. AID 1326; in the data active = inhibition above about 40%;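 also: 0% = vehicle and 100% = reference inhibitor; higher value means more JC-1 retained so stronger ABCB1 efflux block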
# Bim-Bcl-B – disrupts Bim peptide binding to human Bcl-B. bead-based flow cytometry. inhibition, % at 10 µM. Q9HD36. hit rate 0.073% among 190,000. AID 951;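 also: 0% = tracer peptide without compound and 100% = reference inhibitor peptide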
# Bim-Bfl-1 – disrupts Bim binding to human Bfl-1 | Q16548 | AID 1008 | hit rate 0.12% among 190,000 | Bead-based flow cytometry, Bim-Bfl-1 binding inhibition | inhibition, % at 10 µM;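 also: 0% = wells without compound plus tracer and 100% = blocker peptide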
# RGS7-Gao – modulates binding of RGS7 to human Galphao | Multiplexed bead flow cytometry; actives lie on both sides | binding response (% of control), % at 10 µM | hit rate 0.35% among 220,000; in the data active = binding response below about 49% or above about 150%; inconclusive = no clear call, values can overlap the other calls; inactive = in between;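 also: fluorescent Galphao held in activated GDP-AlF4 state binding bead-coupled RGS7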
# ABCG2 inh – inhibitors of human ABCG2 transporter, ABCB1 counter-screen. Q9UNQ0. IgMXP3 cells, JC-1 efflux, flow cytometry. inhibition, % at 6.6 µM. hit rate 0.1% among 190,000. AID 1325;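 active = inhibition above 80%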;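 also: 0% = DMSO and 100% = nicardipine control wells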
#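 Test system: ABCG2 IgMXP3 and barcoded ABCB1 CCRF-Adr cell mix; Schedule: cells with compound and JC-1, 10 min at 25 °C, rotating, no wash; Technique: flow cytometry of retained JC-1 fluorescence; Measure: % inhibition of efflux relative to nicardipine and DMSO; Controls: nicardipine high and DMSO low controls.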
# * marks the source's active call; other numbers are inactive results; ? = inconclusive. Rule as the data show it, unless noted: active = inhibition above about 40%.
SMILES,GSH fluor,RGS8-Gao,Bim-Bcl-2,RGS4-Gao reg,Bcl-W Bim block,Bim-Bcl-XL,ABCB1 inh,Bim-Bcl-B,Bim-Bfl-1,RGS7-Gao,ABCG2 inh
O=S1(=O)C=C(Sc2nc3cc(Cl)ccc3o2)c2ccccc21,20,98.8,-1.0,103.0,-5.0,-2.0,0.0,-7.0,4.0,99.5,-0.8
COC(=O)c1c(NC(=O)CCCC(=O)O)sc2c1CCC2,11,98.0,-1.0,97.6,0.0,0.0,0.4,-2.0,0.0,95.3,1.7
COc1ccc(-c2nn(-c3ccccc3)cc2C(=O)N2CCOCC2)cc1,22,102.3,-11.0,102.2,1.0,-5.0,1.9,-5.0,-14.0,103.5,13.7
Cc1ccc(CNS(=O)(=O)c2ccc3c(c2)n(C)c(=O)c(=O)n3C)cc1,8,101.9,-1.0,100.4,-1.0,-4.0,1.4,0.0,-5.0,98.7,15.1
COc1cc(C(=O)Nc2ccc(-c3nc4cc(C)ccc4o3)c(O)c2)cc(OC)c1OC,25,95.9,0.0,89.1,0.0,0.0,-1.0,1.0,-2.0,79.2,-5.1
C=CCn1c(SCC(=O)c2cccs2)nc2sc(C)c(C)c2c1=O,20,101.2,20.0,101.8,4.0,10.0,1.3,0.0,5.0,98.6,4.3
CCC1Oc2ccccc2N(CC(=O)NCCN2C(C)CCCC2C)C1=O (stereo not given),36,97.3,-6.0,106.1,-3.0,-6.0,0.2,0.0,-3.0,108.6,-0.5
C/C(=N\NC(=O)c1ccc(Cn2cc(Br)cn2)o1)c1cccc(NC(=O)C(C)(C)C)c1,10,90.2,-5.0,90.2,-1.0,-7.0,0.6,-5.0,-2.0,95.9,9.4
Cn1cccc1CC(=O)NNC(=S)NC(=O)c1ccccc1Br,10,103.1,-3.0,102.8,1.0,-1.0,-0.2,-10.0,-7.0,99.1,-1.0
Cc1ccc(Oc2ccc(OCC(=O)NC(C)C(=O)O)cc2)cc1 (stereo not given),27,100.1,-3.0,100.3,0.0,-1.0,0.1,-3.0,-10.0,101.0,-0.1
Cc1ccnc(NC(=O)c2cccc(NC(=O)Cc3ccccc3)c2)c1,20,107.0,-1.0,104.0,0.0,1.0,0.6,-2.0,-3.0,105.5,5.0
COc1ccc(Cl)cc1S(=O)(=O)N1CCN(CC(=O)C(C)(C)C)CC1,44,96.3,-5.0,93.1,6.0,-5.0,0.2,-6.0,-10.0,99.6,0.4
Cn1c(Cn2c(=O)sc3ccccc32)nnc1SCc1ccc(F)cc1,15,100.6,-7.0,104.6,-7.0,-9.0,0.2,-9.0,-9.0,100.8,0.4
Cc1ccc(C(=O)CN(C(=O)c2ccc(Cl)cc2)N2C(=O)CCC2=O)cc1,15,101.0,0.0,101.8,1.0,-1.0,1.1,0.0,4.0,?,9.7
O=C(Nc1c(F)cc(F)cc1Br)c1cccnc1,14,103.3,-6.0,102.5,0.0,-3.0,-0.2,-9.0,-14.0,104.9,4.5
CCOC(=O)/C(C#N)=C/c1cn(CCC(=O)O)nc1-c1ccccc1,11,115.1,4.0,100.1,2.0,2.0,0.1,0.0,1.0,100.8,1.2
CCN(CC)S(=O)(=O)c1ccc(OC)c(N)c1,21,102.3,1.0,99.0,-1.0,-2.0,0.3,-1.0,-1.0,110.4,0.5
COc1ccc(N2C(=O)C3CCCN3C2c2cccc(OC)c2OC)cc1 (stereo not given),19,99.7,-11.0,96.0,0.0,-5.0,-1.5,-7.0,-13.0,101.2,-2.5
CC(C)(C)OC(=O)N/N=C\c1ccc[nH]1,15,105.7,-2.0,101.5,-3.0,-4.0,0.4,-4.0,-5.0,97.5,1.7
Nc1c(C(=O)Nc2ccc(F)cc2)nnn1-c1cccc(C(F)(F)F)c1,17,94.5,-4.0,95.2,1.0,1.0,0.2,-4.0,-1.0,92.8,8.7
COc1ccc(C(=O)CSc2nnc(CNC(=O)c3ccc(OC)c(OC)c3)n2C)cc1,26,101.2,-1.0,106.4,0.0,-2.0,0.3,-7.0,0.0,105.6,2.4
COc1ccc(Oc2coc3cc(OC(=O)c4cncc(Br)c4)ccc3c2=O)cc1,30,99.1,-5.0,98.8,-1.0,-10.0,5.7,-4.0,-14.0,100.2,1.8
COc1ccc(C(=O)Nc2nc(N)n(-c3ccccc3)n2)cc1,22,102.9,3.0,102.6,5.0,1.0,-0.1,3.0,2.0,103.0,-0.6
Cc1ccc(NC(=O)CSc2nc(C)c(Cc3ccccc3)c(=O)[nH]2)cc1C,13,98.6,2.0,96.9,3.0,1.0,0.5,1.0,-1.0,?,3.7
CCNc1sc(C(=O)c2cccs2)c(N)c1-c1nc2ccccc2s1,11,97.0,-8.0,95.8,7.0,3.0,0.0,-3.0,-5.0,92.9,23.9
COc1ccc(Cc2nnc(SCC(=O)Nc3ncc(C)s3)o2)cc1,8,102.5,-3.0,100.5,1.0,-1.0,0.1,-4.0,-10.0,102.8,0.1
CCC(C)NC(=O)c1ccccc1C(=O)NC(C)CC (stereo not given),57,101.8,-7.0,101.0,1.0,-9.0,-0.8,-5.0,-10.0,97.9,-0.2
COc1cc(S(=O)(=O)N2CCC(O)(c3cccc(C(F)(F)F)c3)CC2)ccc1-n1cnnn1,33,100.3,-13.0,99.8,-3.0,-27.0,1.1,-9.0,-17.0,96.9,16.8
Clc1ccc(OCc2nn3c(C4CCCCC4)nnc3s2)cc1,22,99.4,0.0,98.9,0.0,-6.0,0.2,-28.0,7.0,119.4,2.5
CCOC(=O)N1CCC(NC(=O)CCC(=O)N2CCOc3ccc(C)cc32)CC1,31,92.7,-14.0,94.4,0.0,-8.0,0.7,-8.0,-18.0,88.7,17.6
CCN1C(=O)C(CC(=O)Nc2ccc(F)cc2)N(CCCN2CCN(c3ccc(F)cc3)CC2)C1=S (stereo not given),15,102.4,-3.0,102.7,-4.0,-2.0,0.7,-5.0,-7.0,102.0,1.4
O=C(Oc1c(-c2ccco2)oc2ccccc2c1=O)c1cccnc1,17,98.6,-4.0,87.2,0.0,-4.0,1.7,-6.0,-6.0,92.7,4.0
O=C(c1ccc(F)cc1)N1CCN(c2cc(N3CCCCC3)c(F)cc2[N+](=O)[O-])CC1,37,101.0,-7.0,104.3,-1.0,-7.0,7.1,-12.0,-11.0,100.0,57.0
O=C1c2ccccc2C(=O)C12OC(c1ccccc1)C1(C(=O)c3ccccc3C1=O)C2c1ccc([N+](=O)[O-])cc1 (stereo not given),21,101.8,-4.0,100.5,-1.0,-6.0,1.0,-5.0,-1.0,101.7,1.6
C=CCNS(=O)(=O)c1cc(S(=O)(=O)NCC=C)c(OC)cc1OC,11,99.2,2.0,98.6,-1.0,0.0,0.2,5.0,5.0,?,-0.7
Cn1ncc2c(Nc3ccc(-c4ccccc4)cc3)ncnc21,14,102.9,0.0,104.7,1.0,0.0,0.1,-1.0,0.0,106.4,2.4
O=C(c1cc(COc2c(F)cccc2F)on1)N1CCC(c2ccccc2F)C1 (stereo not given),18,103.2,-3.0,103.5,-1.0,-4.0,1.0,-4.0,-8.0,102.2,6.7
O=C1NC(c2ccc(Cl)cc2)Nc2ccccc21 (stereo not given),26,109.0,1.0,112.3,2.0,1.0,0.5,0.0,0.0,113.2,4.6
Cc1cc(C)nc(SCc2ccc(C(=O)N/N=C/C3CCCCC3)cc2)n1,13,100.9,-2.0,99.2,-5.0,-9.0,0.1,-5.0,-11.0,100.6,-0.1
O=C(NCC1CCCO1)c1ccc2c(=O)n(-c3ccc(F)cc3)c(=S)[nH]c2c1 (stereo not given),9,98.5,6.0,99.0,-5.0,-3.0,0.2,8.0,-1.0,103.2,2.0
O=C(c1ccc(COCC(F)(F)F)cc1)N1CCN(c2ccccn2)CC1,11,99.8,0.0,101.2,-1.0,1.0,1.1,1.0,-5.0,101.5,7.8
CCC1(C)CC(CC(=O)O)(c2ccccc2OC)CCO1 (stereo not given),20,101.4,-3.0,100.0,-2.0,-2.0,-2.8,-4.0,-4.0,101.6,-3.7
CC(CCc1ccccc1)NC(=S)NC1CCCCC1 (stereo not given),9,101.2,-6.0,103.4,-2.0,-3.0,-0.5,-1.0,-5.0,106.2,5.1
O=C(NCCCN1CCOCC1)c1ccc(Br)cc1Br,8,99.1,0.0,100.5,-2.0,-4.0,0.5,-3.0,1.0,99.5,4.3
Cc1cc(O)c(-c2cc(C(=O)Nc3ccc(S(=O)(=O)N4CCOCC4)cc3)[nH]n2)cc1C,36,101.3,-7.0,104.0,6.0,-10.0,-0.7,-6.0,-9.0,107.8,-2.2
O=C(COC(=O)c1ccc(Cl)nc1)Nc1ccc(S(=O)(=O)N2CCCC2)cc1,18,101.9,-2.0,102.2,-4.0,-6.0,-0.1,-5.0,-4.0,98.0,1.5
CC(NC(=O)C(NC(=O)C1CCCN1C(=O)OC(C)(C)C)C(C)C)C(N)=O (stereo not given),24,105.8,-8.0,102.4,1.0,-3.0,0.4,-5.0,-16.0,110.9,8.0
COCc1ccc(C(=O)NC(C)c2cnn(-c3ccccc3C)c2C)o1 (stereo not given),11,103.1,2.0,100.0,3.0,-1.0,0.5,0.0,-4.0,98.6,0.5
CCOc1cc(CNCc2cccs2)cc(Br)c1OCC,8,108.2,1.0,93.5,2.0,-1.0,0.7,0.0,0.0,104.3,1.9
Cc1ccc(-c2nc(N3CCOCC3)sc2C(=O)N2CCOCC2)cc1,7,101.8,3.0,101.9,0.0,0.0,1.0,-3.0,0.0,99.8,3.8

# Individual results from the results shown:
# Entry for `O=C(c1ccc(COCC(F)(F)F)cc1)N1CCN(c2ccccn2)CC1` in Bim-Bcl-2: 0.0
# Entry for `COCc1ccc(C(=O)NC(C)c2cnn(-c3ccccc3C)c2C)o1` (stereo not given) in Bcl-W Bim block: 3.0

# Going on with the list:
SMILES,GSH fluor,RGS8-Gao,Bim-Bcl-2,RGS4-Gao reg,Bcl-W Bim block,Bim-Bcl-XL,ABCB1 inh,Bim-Bcl-B,Bim-Bfl-1,RGS7-Gao,ABCG2 inh
COC(=O)c1ccccc1NC(=O)COC(=O)c1ccccc1N=Nc1ccc(N(C)C)cc1,10,103.2,1.0,101.2,0.0,-4.0,1.6,-2.0,0.0,97.0,15.9
Cc1ccc(-n2ncc3c(N4CCN(c5ccccc5)CC4)ncnc32)c(C)c1,10,99.0,2.0,100.4,14.0,0.0,3.0,-3.0,-1.0,102.5,17.6
COc1cccc(NC(=O)C2C3CCC4C(CCC32)C4(Cl)Cl)c1 (stereo not given),6,102.2,1.0,101.5,-1.0,-4.0,0.0,-6.0,1.0,100.8,3.8
O=c1c2ccccc2c(-c2ccccc2)nn1Cc1ccc(Cl)cc1,18,95.9,4.0,95.4,7.0,2.0,0.9,5.0,5.0,94.1,4.0
Cc1cc(C(F)(F)F)nn1Cc1ccc(C(=O)NCc2ccco2)o1,28,98.6,-8.0,94.1,-2.0,2.0,0.4,-8.0,-11.0,92.5,2.5
N/C(Cc1ccc([N+](=O)[O-])cc1)=N\OC(=O)c1cccc(Br)c1,11,99.8,-6.0,98.8,0.0,-2.0,4.8,-2.0,-4.0,?,9.0
O=C(N/N=C/c1c[nH]c2ccc(Br)cc12)c1ccccn1,12,100.9,-4.0,99.8,-4.0,-2.0,-2.1,-3.0,-5.0,102.3,-0.3
